Source: PubChem BioAssay (Johns Hopkins Ion Channel Center)
KCNQ2 inh – KCNQ2 potassium channel inhibitors, primary screen, cell-based, CHO-K1, FluxOR thallium flux, B-score (AID 2156); B-score at 10 µM; 20 min; hits give low values; 310,000 compounds, 1.1% hits; O88943;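 active = fluorescence ratio B-score at most minus 3 library SDs, with starting brightness B-score within 2 library SDs, cut at about -5.5 in these data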
Target sequence (O88943 whole entry, looked up): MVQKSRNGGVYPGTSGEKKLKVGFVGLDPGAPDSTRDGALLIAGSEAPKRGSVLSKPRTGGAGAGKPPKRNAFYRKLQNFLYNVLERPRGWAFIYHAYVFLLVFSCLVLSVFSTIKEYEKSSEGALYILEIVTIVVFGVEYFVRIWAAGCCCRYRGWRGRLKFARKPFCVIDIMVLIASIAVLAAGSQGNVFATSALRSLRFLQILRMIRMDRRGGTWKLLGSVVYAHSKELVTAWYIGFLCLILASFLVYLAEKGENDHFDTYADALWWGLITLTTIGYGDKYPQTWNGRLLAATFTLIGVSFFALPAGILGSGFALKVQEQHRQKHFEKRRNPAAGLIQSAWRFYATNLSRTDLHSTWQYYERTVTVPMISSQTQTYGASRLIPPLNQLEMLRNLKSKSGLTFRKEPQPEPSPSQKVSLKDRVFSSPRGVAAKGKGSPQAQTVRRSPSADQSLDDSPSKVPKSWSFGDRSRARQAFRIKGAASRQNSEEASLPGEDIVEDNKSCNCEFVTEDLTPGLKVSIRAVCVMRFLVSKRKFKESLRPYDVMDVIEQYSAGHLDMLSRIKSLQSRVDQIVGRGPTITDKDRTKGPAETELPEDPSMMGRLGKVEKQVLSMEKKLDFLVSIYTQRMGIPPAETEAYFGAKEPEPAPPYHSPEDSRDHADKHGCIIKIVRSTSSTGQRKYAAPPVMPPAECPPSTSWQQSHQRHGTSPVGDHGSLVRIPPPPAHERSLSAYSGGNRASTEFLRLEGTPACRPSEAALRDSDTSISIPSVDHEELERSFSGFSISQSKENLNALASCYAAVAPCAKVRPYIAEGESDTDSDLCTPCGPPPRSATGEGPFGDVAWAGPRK
CHT block – inhibitors of human choline transporter CHT. 310,000 compounds, 0.86% hits. B-score at 10 µM. Q9GZV3. CHT-expressing cells, membrane potential dye, choline response; hits give low values;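 active = B-score over 3 SD under the library average, and starting fluorescence ratio not unusually high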;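 note: choline stimulus applied at its EC90 after an EC20 pre-addition; B-score computed on integrated fluorescence ratio after choline addition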
Kir21 block – blocks the mouse Kir2.1 inward-rectifier potassium channel; AID 1672; P35561; 310,000 compounds, 0.85% hits; B-score at 10 µM; HEK293-Kir2.1, FluxOR thallium flux fluorescence; hits give low values;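 active = fluorescence ratio B-score at or below minus 3 SD of library scores, with starting-brightness B-score within 2 SD, cut at about -4.2 in these data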;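 note: channel flux triggered by added potassium and thallium sulfate stimulus; B-score of peak minus minimum fluorescence over baseline after thallium stimulus; more negative B-score means stronger Kir2.1 block with less thallium influx; some compounds called inactive have numbers as strong as hits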
An asterisk follows results filed as active; i = inactive; . = not tested or not shown.

CHT block	KCNQ2 inh	Kir21 block	canonical_smiles
i	i	2.2	COc1ccc(-n2nc3c(N4CCC(C(=O)N5CCCCCC5)CC4)nnc(C)c3c2C)cc1
i	i	2.51	O=C(CSc1nc(-c2ccco2)cc(C(F)(F)F)n1)NC1CCCCCCC1
i	i	-0.82	COc1ccc(CN2CCNC(=O)C2CC(=O)N(C)CC2CCOCC2)c(F)c1 (stereo not given)
i	i	1.03	O=S(=O)(NCc1cc(-c2ccccc2)no1)c1ccccc1Cl
i	i	0.64	CCC(C)NC(=O)CNC(=S)N(Cc1ccccc1)Cc1cccnc1 (stereo not given)
i	i	0.98	O=C(Cn1nc(C(=O)O)c2ccccc2c1=O)Nc1cccc(Br)c1
i	i	0.7	O=C(Cc1ccccc1[N+](=O)[O-])NCc1ccncc1
i	i	0.45	CC(C)c1nc(CNC(=O)C2CCC(=O)N(CCc3cccc(F)c3)C2)cs1 (stereo not given)
i	i	0.23	C=CCOc1ccc(/C(O)=C2/C(=O)C(=O)N(CCCN3CCOCC3)C2c2ccccc2)cc1 (stereo not given)
i	i	0.44	COc1cccc(CNC(=O)c2ccc(C(=O)NCc3cccc(OC)c3)cc2)c1
i	i	-1.03	O=C(CSc1nc(-c2ccccc2)c(-c2ccccc2)o1)NC1CCS(=O)(=O)C1 (stereo not given)
i	i	-0.68	Cc1ccc(S(=O)(=O)Nc2ccc(-c3cn4ccc(C)cc4n3)cc2)cc1
i	i	-0.89	Cc1ccc(-c2c(C)sc3nc[nH]c(=O)c23)cc1C
i	i	0.04	COc1ccc(-c2csc(-c3ccccc3)n2)c(OC)c1
i	i	1.74	COc1cccc(NC(=O)c2cc(C(=O)Nc3cccc(OC)c3)n(C)n2)c1

(further entries)
CHT block	KCNQ2 inh	Kir21 block	canonical_smiles
i	i	0.55	CC1CCCN(S(=O)(=O)c2ccc(NC(=O)CNC3CCCC3)cc2)C1 (stereo not given)
i	i	-1.16	CCCP(=O)(CC(=O)N(CC)CC)c1ccccc1 (stereo not given)
.	i	1.54	COc1ccc(C2CC(=O)C(C=NCCN3CCNCC3)=C(O)C2)cc1OC (stereo not given)
i	i	0.75	O=S(=O)(Cc1ccccc1Cl)N1CCCCC1
i	i	0.06	O=C(NCCC1=CCCCC1)C1CCCN(c2nc3ccccc3o2)C1 (stereo not given)
i	i	4.52	Cc1ccc(-c2nn(-c3ccccc3)cc2/C=C(\C#N)C(=O)NCc2ccccc2)cc1
i	i	2.06	Cc1noc(C)c1COc1ccc(C(=O)NNC(=O)c2ccccc2)cc1
i	i	1.33	Cc1ccc(NS(=O)(=O)c2ccc(C(=O)N3CC(C)CC(C)C3)cc2)cc1 (stereo not given)
i	i	1.28	O=C(Nc1cccnc1Cl)c1cccs1
.	i	1.96	O=c1[nH]c(C2CCN(S(=O)(=O)c3ccc4c(c3)OCCO4)CC2)nc2c1nnn2Cc1ccccc1
i	i	0	CC(CN1CCOCC1)OC(=O)c1ccccc1Cl (stereo not given)
i	i	-13.5	C[n+]1ccc(/C=C/c2c[nH]c3ccccc23)cc1
i	i	-0.08	O=c1[nH]c(Cc2ccc(Cl)cc2)nc2ccccc12
i	i	-0.21	O=C(COC(=O)c1c2c(nc3ccccc13)CCN(Cc1ccccc1)C2)Nc1c(F)cccc1F
i	i	-0.17	O=C1CC(c2ccc(Cl)cc2)CC(O)=C1C=NCCN1CCNCC1 (stereo not given)

Next section.
CHT block	KCNQ2 inh	Kir21 block	canonical_smiles
i	i	0.64	NNC(=O)CCn1nnc2ccccc21
i	i	-0.44	COc1ccc(OCCNc2cc(N3CCCCC3)ccc2[N+](=O)[O-])cc1
i	i	0.56	COCCN(C(=O)Cc1cccs1)C(C(=O)NC1CCCC1)c1ccc(OC)c(OC)c1 (stereo not given)
i	i	1.67	CCOc1ccc(NS(=O)(=O)c2ccc(-c3cnc(C4CC4)o3)cc2)cc1
i	i	-0.4	Cc1ccsc1/C=N/NC(=O)c1ccc(-n2cccc2)cc1
i	i	-0.69	Cc1nn(Cc2ccc([N+](=O)[O-])cc2)c(=O)n1N(C)c1ncc(C(F)(F)F)cc1Cl
i	i	0.04	Cc1ccsc1C1NC(=O)c2c(sc3c2CCCC3)N1 (stereo not given)
i	i	0	CCN(CC)C(=S)Sc1c(-c2ccccc2)c2cc(Cl)ccc2[nH]c1=O
i	i	0.11	O=C(COC(=O)c1cccs1)Nc1nc(-c2ccccc2)cs1
i	i	0.2	Cn1c(C(=O)O)ccc1S(=O)(=O)N1CCCCCC1
i	i	0.05	CC(=O)c1cccc(NC(=O)CSc2nc(C3CC3)nc3ccccc23)c1
i	i	0.03	Cc1cc2cc(CNC(=O)Nc3ccc(Cl)c(Cl)c3)ccc2n1C
i	i	-1.26	COc1cc(OC)cc(C(=O)NNC(=O)c2cc3c(s2)CCCC3)c1
i	i	0.75	Cc1ccc(CNC(=O)CCc2nnc3ccc(N4CCC5(CC4)OCCO5)nn23)cc1
.	i	-0.92	Cc1c(N/N=C(\C#N)C(=O)c2ccccc2)c(=O)n(-c2ccccc2)n1C

Next part
CHT block	KCNQ2 inh	Kir21 block	canonical_smiles
i	i	0.84	COc1ccc(NC(=O)C(=O)NNC(=O)c2cccs2)c(OC)c1
i	i	0.27	COc1ccc(C2CC(c3ccccc3)=NN2C(=O)COC(=O)c2ccc(S(C)(=O)=O)cc2)cc1 (stereo not given)
i	i	0.17	CCC(CO)n1c(=S)[nH]c2cc(OC)c(OC)cc2c1=O (stereo not given)
i	i	1.66	Cc1ccc(CCNC(=O)c2cc(S(=O)(=O)N3CCCCC3)c[nH]2)cc1
i	i	0.15	Cc1ccc(N2C(=O)SC(N(CC(=O)O)c3ccc(C)cc3)C2=O)cc1 (stereo not given)
i	i	1.84	CCOC(=O)N/N=C(\CCC(=O)O)c1cccs1
i	i	-0.57	Cc1ccc(C)c(NC(=O)C2CCCN2S(=O)(=O)c2ccc3c(c2)n(C)c(=O)c(=O)n3C)c1 (stereo not given)
i	i	-1.53	COc1cc(C(C)=O)ccc1OCCCN1CCC(Cc2ccccc2)CC1
i	i	-2.1	Cc1cc(C)nc(NC(=O)C(C)C)n1
i	i	1.11	COc1ccccc1CNS(=O)(=O)c1ccc2c(c1)CC(C)N2C(=O)C1CC1 (stereo not given)
i	i	0.16	CCOC(=O)N1CCN(CC(O)COc2ccc(-c3ccccc3)cc2)CC1 (stereo not given)
i	i	2.09	COc1cc(S(=O)(=O)N2CCN(C(=O)c3ccccc3)CC2)c(OC)cc1Br
i	i	0.21	COCCCn1cc(C(=O)c2cc(OC)ccc2OCC(=O)Nc2cc(C)on2)cc(C#N)c1=O
i	i	-0.05	CN(C(=O)CSc1nnc(-c2ccncc2)n1Cc1ccccc1)C1CCS(=O)(=O)C1 (stereo not given)
i	i	0.05	COCC(=O)Nc1nc(-c2ccc([N+](=O)[O-])cc2)cs1

Whole records as entered above. Screens in order: CHT block, KCNQ2 inh, Kir21 block
`COc1cc(C(C)=O)ccc1OCCCN1CCC(Cc2ccccc2)CC1` reads i, i, -1.53
`CCOC(=O)N/N=C(\CCC(=O)O)c1cccs1` reads i, i, 1.84

Additional compounds:
CHT block	KCNQ2 inh	Kir21 block	canonical_smiles
i	i	0.65	Nc1c(C(=O)NCc2ccco2)c2nc3ccccc3nc2n1CCc1ccc(F)cc1
i	i	-0.3	Cc1ccc(OC(=O)Cn2c(C(F)(F)F)nc3ccccc32)cc1
i	i	0	NS(=O)(=O)c1ccc(NC(=O)CN2CCc3ccccc3C2)cc1
i	i	0.37	O=C1CC2(CCCC2)CC(=O)N1CCCCN1CCN(c2ncccn2)CC1
i	i	-2.27	COc1ccc(Br)cc1CNC(=O)Cc1cccs1
i	i	0.01	CCCN(CCC)S(=O)(=O)c1ccc(C(=O)Nc2nnc(-c3cccc(OC)c3)o2)cc1
i	i	-3.04	CCC(Oc1ccccc1)C(=O)NCc1ccc(S(N)(=O)=O)cc1 (stereo not given)
i	i	0.31	CCN1C(=O)[C@H]2[C@@H](c3ccc(-c4ccc(F)cc4)cc3)N3CCCC[C@@]3(C(=O)OC)[C@H]2C1=O
.	i	0.41	O=C(CSc1nnc2ccc(-c3ccco3)nn12)Nc1ccccc1F
i	i	-0.01	COc1ccc([N+](=O)[O-])cc1NS(=O)(=O)c1ccccc1
i	i	1.36	COc1cc2c(cc1OC)CN(Cc1cc(=O)oc3cc(C)c(C)cc13)CC2
i	i	-0.61	Cc1cc(NC(=O)CCS(=O)(=O)c2ccc3c(c2)NC(=O)C(C)S3)ccc1Br (stereo not given)
i	i	0.38	CCc1c(C)[nH]c2c1C(=O)C(CN1CCOCC1)CC2 (stereo not given)
i	i	0	O=C(COc1ncnc2ccccc12)N1CCOCC1
i	i	-2.76	COc1ccc(Cc2nc3ccc(C(=O)NCc4cc(C)no4)cc3o2)cc1OC

Additional records:
CHT block	KCNQ2 inh	Kir21 block	canonical_smiles
i	i	0.34	Cc1ccc(C(=O)Nc2nnc(S(=O)(=O)N3CCOCC3)s2)cc1
i	-6.95*	0.21	FC(F)(F)c1cccc(-c2cc3ccccc3nc2N2CCCC2)c1
i	i	1.16	Cc1nc2nc(C)c(CCC(=O)NCc3ccc4c(c3)OCO4)c(C)n2n1
i	i	-1.56	CCN(CC)S(=O)(=O)N1CCC(C(=O)NCc2ccc(C)cc2)CC1
i	i	-0.72	O=C(COc1ccc(C(=S)N2CCCC2)cc1)Nc1ccc(F)cc1
i	i	-2.03	O=C(Nc1ccc(N2CCOCC2)nc1)c1cccs1
i	i	-0.77	O=C1CCC(C(=O)NC2(C(=O)NC3CCCCC3)CCCCC2)N1 (stereo not given)
i	i	0.9	Cc1ccc(CNC(=O)c2ccc(N3CCC4(CC3)CC(c3ccccc3)=NO4)c(NC(=O)c3cccc(C)c3)c2)cc1
i	i	-0.01	COc1ccc(NC(=O)CNC(=O)Cn2cnc3sc4c(c3c2=O)CCCC4)cc1OC
i	i	1.97	Cc1ccc2cc(CCNC(=O)C3CCCC3)c(=O)[nH]c2c1
i	i	-0.99	Cc1ccc(N2CC(C(=O)OCC(=O)Nc3cc(C)on3)CC2=O)c(C)c1 (stereo not given)
i	-5.92*	0.34	COc1ccc(C2CC(=O)c3cnc(Nc4cc(C)cc(C)c4)nc3C2)cc1 (stereo not given)
i	i	0.21	CCc1ccc(NC(=O)CN2CCCN(S(=O)(=O)c3ccc(F)cc3)CC2)cc1
i	i	-0.01	COCCNC(=O)C1CCC(CNS(=O)(=O)c2cccc3nsnc23)CC1 (stereo not given)
i	i	-0.33	C/C(=N\NC(=O)c1ccn(C)n1)c1ccc(NC(=O)C2CCC2)cc1

In the list so far, 9 contain a Cl atom:
CHT block	KCNQ2 inh	Kir21 block	canonical_smiles
i	i	1.03	O=S(=O)(NCc1cc(-c2ccccc2)no1)c1ccccc1Cl
i	i	0.75	O=S(=O)(Cc1ccccc1Cl)N1CCCCC1
i	i	1.28	O=C(Nc1cccnc1Cl)c1cccs1
i	i	0	CC(CN1CCOCC1)OC(=O)c1ccccc1Cl (stereo not given)
i	i	-0.08	O=c1[nH]c(Cc2ccc(Cl)cc2)nc2ccccc12
i	i	-0.17	O=C1CC(c2ccc(Cl)cc2)CC(O)=C1C=NCCN1CCNCC1 (stereo not given)
i	i	-0.69	Cc1nn(Cc2ccc([N+](=O)[O-])cc2)c(=O)n1N(C)c1ncc(C(F)(F)F)cc1Cl
i	i	0	CCN(CC)C(=S)Sc1c(-c2ccccc2)c2cc(Cl)ccc2[nH]c1=O
i	i	0.03	Cc1cc2cc(CNC(=O)Nc3ccc(Cl)c(Cl)c3)ccc2n1C

(next part)
CHT block	KCNQ2 inh	Kir21 block	canonical_smiles
i	i	0.82	Brc1ccc(-c2nnc3sc(CN4CCC5(CC4)OCCO5)cn23)cc1
i	i	1.38	COc1ccc(C(C#N)c2cnccn2)cc1OC (stereo not given)
i	i	0.19	O=C(Nc1ccccc1F)c1cccc(C(=O)Nc2ccccc2F)c1
i	i	0.1	COc1ccc(N2CC(O)=C(c3n(C)c4ccccc4[n+]3C)C2=N)cc1
i	i	0.92	NNC(=O)CN1C(CN2CCOCC2)=Nc2ccc(Br)cc2C1c1ccccc1 (stereo not given)
i	i	-0.02	COC(=O)Nc1ccc(S(=O)(=O)Nc2ncccn2)cc1
i	i	-0.8	CC(C)OC(=O)CC12CN3CN(C1)CC(CC(=O)OC(C)C)(C3)C2=O
i	i	0.02	O=C(c1ccc(F)cc1)N1CCCCC(S(=O)(=O)c2ccccc2)C1=O (stereo not given)
i	i	-0.93	Cc1ccc(S(=O)(=O)N2CCN(C(=O)C3CC3C)CC2)c(C)c1 (stereo not given)
i	i	-1.75	CN1CCN2c3ccccc3Cc3ccccc3C2C1 (stereo not given)
i	i	-0.03	COCCn1c(=NC(=O)/C=C/c2ccccc2)sc2cc(NC(C)=O)ccc21
i	i	-0.13	COc1nn(CC(=O)N2N=C(C(F)F)CC2(O)C(F)F)cc1[N+](=O)[O-] (stereo not given)
i	i	0.43	COc1ccc(-c2cc(C(F)(F)F)nc(SCC(=O)NCCN3CCOCC3)n2)cc1OC
i	i	-0.71	O=C(c1sc2ccccc2c1Cl)N(Cc1cccs1)C1CCS(=O)(=O)C1 (stereo not given)

Some entries already given, limited to CHT block.
SMILES,CHT block
CC(C)OC(=O)CC12CN3CN(C1)CC(CC(=O)OC(C)C)(C3)C2=O,i
COc1ccc(-c2cc(C(F)(F)F)nc(SCC(=O)NCCN3CCOCC3)n2)cc1OC,i
